Lmaj promast: inhibitors of Leishmania major promastigote growth. Leishmania major promastigotes, resazurin fluorescence viability. actives 9% (n = 200,000). AID 1063. inhibition, % at 10 µM; in the data active means inhibition above about 50%;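 further: promastigotes grown with compound for 44 hours at 28 °C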
TNAP inh no acc: inhibitors of human TNAP without phosphate acceptor. purified TNAP, CDP-star luminescence, 30 min. inhibition, % at 20 µM. actives 0.26% (n = 200,000);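 active means tissue-nonspecific alkaline phosphatase inhibition above about 50% at 20 µM in the single-dose screen, limit read from the data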;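 further: 0% = DMSO negative control and 100% = EDTA positive control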
Target sequence (P05186 whole entry, looked up): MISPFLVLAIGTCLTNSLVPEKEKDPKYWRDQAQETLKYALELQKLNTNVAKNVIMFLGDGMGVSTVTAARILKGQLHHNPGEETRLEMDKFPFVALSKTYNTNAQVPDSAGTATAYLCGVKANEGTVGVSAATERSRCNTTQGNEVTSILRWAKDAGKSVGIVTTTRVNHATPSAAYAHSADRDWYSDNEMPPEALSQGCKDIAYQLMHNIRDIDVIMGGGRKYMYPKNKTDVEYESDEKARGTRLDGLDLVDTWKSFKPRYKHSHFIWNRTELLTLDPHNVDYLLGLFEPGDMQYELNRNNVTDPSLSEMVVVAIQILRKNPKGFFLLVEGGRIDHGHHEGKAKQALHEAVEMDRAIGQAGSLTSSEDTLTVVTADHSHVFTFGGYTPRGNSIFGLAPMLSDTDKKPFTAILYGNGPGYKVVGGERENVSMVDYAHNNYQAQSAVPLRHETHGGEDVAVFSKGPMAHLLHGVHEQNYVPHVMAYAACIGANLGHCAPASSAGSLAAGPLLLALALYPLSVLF
TNAP act hiacc: increases human TNAP activity under high phosphate acceptor concentration. purified TNAP, CDP-star luminescence, 1 M DEA, 30 min; hits give high values; 0 = EDTA background, 1 = DMSO-only activity. AID 1136. P05186. 200,000 tested, under 10 active. activation factor at 20 µM;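 active means activation factor at least 2 at 20 µM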
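Assay system: human TNAP; Input: enzyme diluted 1/800 final; Reagent: CDP-star luminogenic substrate at 100 µM final; Timing: 30 min, room temperature; Signal: luminescence; Evaluation: TNAP activation factor scaled between EDTA and DMSO control wells.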
PMI activator: activators of human phosphomannose isomerase; P34949; purified human PMI, coupled resazurin fluorescence, 20 min; hits give high values; 1 = vehicle control, 0 substrate-free wells; activation factor at 20 µM; actives 0.005% (n = 190,000); AID 1214;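 active means activation factor of 2 or more at 20 µM, relative to plate controls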
Target sequence (P34949 whole entry, looked up): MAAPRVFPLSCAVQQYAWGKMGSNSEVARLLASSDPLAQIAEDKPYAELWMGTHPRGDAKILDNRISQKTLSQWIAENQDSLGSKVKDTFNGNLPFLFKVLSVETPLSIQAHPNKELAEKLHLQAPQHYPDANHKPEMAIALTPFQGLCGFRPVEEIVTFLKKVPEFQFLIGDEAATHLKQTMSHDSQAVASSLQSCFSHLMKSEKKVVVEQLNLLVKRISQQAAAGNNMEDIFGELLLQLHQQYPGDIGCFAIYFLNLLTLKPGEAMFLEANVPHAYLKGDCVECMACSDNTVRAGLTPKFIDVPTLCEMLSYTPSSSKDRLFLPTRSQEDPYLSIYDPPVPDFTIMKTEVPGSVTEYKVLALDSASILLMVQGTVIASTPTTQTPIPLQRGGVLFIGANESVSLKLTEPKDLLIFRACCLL
PMI act satM6P: PMI (human) activation, high substrate. actives 0.34% (n = 190,000). activation factor at 20 µM. coupled PMI enzyme assay, resazurin fluorescence, 20 min; hits give high values; 1 = untreated enzyme, 0 = substrate-free blank. P34949. AID 1216;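 active means activation factor of 2 or more at 20 µM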
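assay system = human phosphomannose isomerase with PGI, G6PDH, diaphorase coupling enzymes | quantity = 15 ng/mL PMI | incubation = enzyme reaction with compound 20 min at room temperature | medium = HEPES pH 7.4 buffer with MgCl2 and Tween-20 | compound dosing = one concentration, 20 µM, in 1% DMSO | measured by = Diaphorase-driven resazurin-to-resorufin fluorescence, excitation 544, emission 590 nm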
Diaph inh CS: counter-screen for diaphorase-based assays: diaphorase inhibitors and chemical oxidizers; actives 0.69% (n = 190,000); inhibition, % at 20 µM; diaphorase resazurin-to-resorufin fluorescence, NADH, 16 min; bacterial (C. kluyveri) enzyme, not human;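 active means primary screen inhibition at 20 µM above a set limit, cut at about 50% in these data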;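 further: plate controls were DMSO with full reaction for no effect and wells lacking NADH for full effect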
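Detection: fluorescence of resorufin formed from resazurin, Ex 544/Em 590 nm; test system: Clostridium kluyveri diaphorase enzyme; amount: 0.14 U/mL diaphorase, enzyme working solution; times: 16-min room-temperature incubation before reading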
Diaph act CS: activates diaphorase or chemically reduces, flagging diaphorase assay artifacts; activation factor at 20 µM; Diaphorase/resazurin coupled assay, resorufin fluorescence, 16 min; hits give high values; 1 = vehicle wells, 0 = NADH-free wells; actives 0.005% (n = 190,000);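 active means diaphorase activity raised at least twofold by the compound at 20 µM; inactive means activation factor below 2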
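Material: Clostridium kluyveri diaphorase, purified enzyme; Quantity: enzyme 0.07 U/mL final; Medium: HEPES pH 7.4 buffer with MgCl2 and Tween 20; Dosing: single compound dose of 20 µM, 1% DMSO final; Schedule: 16 min reaction at room temperature; Measured by: red resorufin fluorescence at 544/590 nm excitation/emission.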
bIAP activator: intestinal alkaline phosphatase (bovine) activation; purified bovine IAP, CDP-star luminescence, 30 min; hits give high values; fold of DMSO-control signal, blank-subtracted; activation factor at 20 µM; actives 0.17% (n = 200,000); AID 1016;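 active means activation factor of 2 or more at 20 µM, a signal rise over negative controls twice the positive control's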
bIAP inhibitor: intestinal alkaline phosphatase (bovine) inhibition; purified bovine IAP, CDP-star luminescence, 30 min; inhibition, % at 20 µM; 190,000 tested, under 10 active; AID 1019;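 active means over 50% inhibition of intestinal alkaline phosphatase at 20 µM in the single-dose screen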
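System: Purified bovine intestinal alkaline phosphatase (IAP) enzyme | Input: IAP diluted 1/65,000,000 in the well | Also added: CDP-star chemiluminescent phosphatase substrate, 30 µM final | Dosing: 20 µM single dose | Times: Enzyme reaction for 30 min at room temperature | Detection: Luminescence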
TNAP inh hi DEA: blocks human TNAP under high phosphate acceptor concentration | P05186 | purified TNAP, CDP-star luminescence, 1 M DEA | inhibition, % at 20 µM | actives 0.03% (n = 200,000);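 active means over 50% inhibition of tissue-nonspecific alkaline phosphatase at 20 µM in the single-dose screen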;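 further: plate controls were DMSO wells for no effect and EDTA-quenched wells as full inhibition for full effect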
The depositor's hits bear a star; x = not tested or not shown.

SMILES	Lmaj promast	TNAP inh no acc	TNAP act hiacc	PMI activator	PMI act satM6P	Diaph inh CS	Diaph act CS	bIAP activator	bIAP inhibitor	TNAP inh hi DEA
COC(=O)c1ccc(COc2ccccc2/C=C(\C#N)C(=O)Nc2c(C)cccc2C)cc1	98.3*	-5.6	1	1	1	17.9	0.8	0.9	5.3	-0.8
CCOc1ccc(NC(=S)Nc2cc(-c3ccccc3)[nH]n2)cc1	-0.1	12.8	0.9	0.6	1	1.2	1	0.9	10.7	5.4
CCC1(c2ccc(Cl)cc2)NC(=O)N(Cc2ccc(C(=O)OC)cc2)C1=O (configuration not stated)	23.2	-7.7	1	1	1	8.2	0.9	1	0.6	-4.6
CC(C)(C)OC(=O)NNC(=O)c1ccc(Cl)cc1	-0.7	-7.9	1	1	1	-0.7	1	1	-0.1	-0.9
O=C(c1cc2ccccc2c(=O)o1)N1CCCc2ccccc21	1.6	-14.1	1	1	1.1	-7.4	1.1	1	-3.7	-3.3
CCCc1c(C)nn(C(=O)/C(C#N)=N/Nc2ccccc2[N+](=O)[O-])c1C	-10.6	8.9	0.9	1.2	1.1	2.3	1	0.9	5.8	11.0
c1ccc(C2Nc3ccccc3-c3nc4ccccc4n32)nc1 (configuration not stated)	45.6	-3.1	1	0.9	1	10.8	0.9	0.9	9.7	-1.7
CCOC(=O)N1CCN(C(=O)Cn2ccc3c(OC)cccc3c2=O)CC1	-5.8	-15.2	1.1	1	1	3.9	1	1.1	-13.9	-7.1
Cc1ccc(CC(=O)N2CCN(c3ccccc3F)CC2)cc1	1.6	-2.5	1	1	1	8.3	0.9	1	-1.1	-1.2
CCn1c(SCC(=O)N2CCCCC2)nc2c(c1=O)SC(C)C2 (configuration not stated)	0.3	-3.5	1	0.9	0.9	3.9	1	1.2	-17.7	1.2
COc1ccc(N2CCN(C(=O)CSc3nnc(-c4cccnc4)n3-c3ccc(F)cc3)CC2)cc1	-4.0	-3.6	1	1.1	1	-5.1	1.1	1	3.5	4.4
CC1(c2ccccc2Cl)NC(=O)N(CC(=O)NCc2ccco2)C1=O (configuration not stated)	-2.1	-9.5	1.1	1	1	13.2	0.9	1.1	-5.5	-6.2
COC(=O)N/N=C\c1c(C)[nH]n(-c2ccccc2)c1=O	1.2	-7.8	1.1	0.8	0.7	24.9	0.8	1.1	-7.2	-6.3
CCOc1ccc2nc(COC(=O)c3ccco3)c(C(C)=O)[n+]([O-])c2c1	-3.6	-8.8	1	1	1.1	-4.8	1	1	1.7	-4.4
Cc1cc(C)nc(/N=C2\NC(=O)CC(C(=O)O)N2c2ccc(Cl)cc2)n1 (configuration not stated)	-2.0	-8.8	1	0.9	0.9	5.8	0.9	0.9	8.3	3.9
NS(=O)(=O)c1ccc(NC(=S)Nc2ccc(C(=O)N3CCCCC3)cc2)cc1	-2.6	5.9	1	0.9	1	9.3	0.9	0.7	31.8	-3.3
O=C(NC(NC(=S)Nc1cccc(C(=O)O)c1)C(Cl)(Cl)Cl)OCc1ccccc1 (configuration not stated)	-4.9	5.0	1	0.9	1	7.1	0.9	1.3	-26.8	-2.6
Cc1ccc(NC(=O)c2cn(-c3cccc(C)n3)cn2)cc1	2.6	0.7	1	0.9	1	1.8	1	1	-0.7	-2.9
COC(=O)CCC(=O)Oc1ccc(OC(=O)CCC(=O)OC)cc1	-6.5	-2.0	1	1	0.9	12.6	0.9	0.8	17.4	1.6
O=C(Nc1ccc(NC(=O)C2CC2)nc1)c1cccc(F)c1	3.5	-7.0	1	1	1	1.0	1	1	-0.5	-2.5
O=C(O)C1CC=CCC1C(=O)NNc1c(Cl)cc(Cl)cc1Cl (configuration not stated)	-4.2	-7.7	1	1.7	1.8	7.9	0.9	0.9	5.9	-3.0
O=C(Nc1ccccc1)N1CCc2scc[n+]2-c2ccccc21	-0.9	69.7*	1	1	1	13.9	0.9	0.7	31.9	0.3
CCOC(=O)/C(C#N)=C/c1ccc(OCC(=O)Nc2ccc(C)c(C)c2)c(OC)c1	51.7*	-22.0	1.1	1	1.1	0.0	1	1.2	-15.4	-5.0
Cc1ccc(C)c(NC(=O)CN(C)C(=O)Cc2ccccc2)c1	-5.6	-20.3	1	1	0.9	13.5	0.9	0.9	14.9	-4.0
O=C(COC(=O)CNC(=O)c1ccco1)NCc1ccc(F)cc1	-9.4	8.8	1	1.3	1.2	-20.5	1.2	1.1	-5.9	-4.4
COc1ccccc1-c1nnc(Sc2nc([N+](=O)[O-])nn2C)o1	96.8*	-12.9	1	1	1	12.8	0.9	0.9	5.5	-3.5
CCOc1ccc2[nH]c(=O)c(CN(Cc3cccs3)Cc3nnnn3C(C)(C)C)cc2c1	73.4*	-12.7	1	1	0.9	24.5	0.8	0.9	12.2	-4.6
O=C1CC(=C(c2ccccc2)c2ccccc2)C(=O)N1CCCCN1CCN(c2ccccc2)CC1	9.7	-6.3	1	1.1	1.2	5.4	0.9	1	-1.1	0.2
COc1ccc(C(=O)COC(=O)c2cccnc2SC)cc1	-10.8	-8.2	1	1.2	1.1	-10.1	1.1	1.1	-8.6	0.5
Cc1nc2sc(-c3ccccc3)cc2c(=O)n1-n1cccc1	-3.9	7.1	1	1.1	1.1	-5.1	1.1	1	0.4	-4.1

Rewritten with each value named: entries from further up.
COc1ccc(C(=O)COC(=O)c2cccnc2SC)cc1
  Lmaj promast = -10.8	TNAP inh no acc = -8.2	TNAP act hiacc = 1	PMI activator = 1.2	PMI act satM6P = 1.1	Diaph inh CS = -10.1	Diaph act CS = 1.1	bIAP activator = 1.1	bIAP inhibitor = -8.6	TNAP inh hi DEA = 0.5
CCOC(=O)N1CCN(C(=O)Cn2ccc3c(OC)cccc3c2=O)CC1
  Lmaj promast = -5.8	TNAP inh no acc = -15.2	TNAP act hiacc = 1.1	PMI activator = 1	PMI act satM6P = 1	Diaph inh CS = 3.9	Diaph act CS = 1	bIAP activator = 1.1	bIAP inhibitor = -13.9	TNAP inh hi DEA = -7.1
O=C(c1cc2ccccc2c(=O)o1)N1CCCc2ccccc21
  Lmaj promast = 1.6	TNAP inh no acc = -14.1	TNAP act hiacc = 1	PMI activator = 1	PMI act satM6P = 1.1	Diaph inh CS = -7.4	Diaph act CS = 1.1	bIAP activator = 1	bIAP inhibitor = -3.7	TNAP inh hi DEA = -3.3
COC(=O)c1ccc(COc2ccccc2/C=C(\C#N)C(=O)Nc2c(C)cccc2C)cc1
  Lmaj promast = 98.3*	TNAP inh no acc = -5.6	TNAP act hiacc = 1	PMI activator = 1	PMI act satM6P = 1	Diaph inh CS = 17.9	Diaph act CS = 0.8	bIAP activator = 0.9	bIAP inhibitor = 5.3	TNAP inh hi DEA = -0.8

Remaining list, next part.
SMILES	Lmaj promast	TNAP inh no acc	TNAP act hiacc	PMI activator	PMI act satM6P	Diaph inh CS	Diaph act CS	bIAP activator	bIAP inhibitor	TNAP inh hi DEA
O=C(COC(=O)C1CC2C=CC1C2)Nc1ccccc1 (configuration not stated)	-1.6	-20.1	1	0.9	1	5.1	0.9	1	-0.4	3.2
Cc1cc(C)nc(N2CCCC(C(=O)Nc3nnc(C)s3)C2)n1 (configuration not stated)	2.1	1.2	1	1.1	0.9	6.2	0.9	0.9	7.8	-3.9
COc1ccc(C2C3=C(CC(C)(C)CC3=O)Oc3ncn(CCCn4ccnc4)c(=N)c32)cc1 (configuration not stated)	-6.2	-5.8	1	1	1	1.2	1	1	-4.9	-0.5
CCOC(=O)c1c(C)[nH]c(C)c1C(=O)CSc1nnc(-c2ccco2)n1Cc1ccccc1	11.0	-5.5	1.1	1	1.1	-2.0	1	1.2	-17.9	-7.1
CCOC(=O)/C(=C\c1cccc(O)c1)c1nc2sc(C)c(C)c2c(=O)[nH]1	99.5*	-2.6	0.9	0.6	0.8	11.9	0.9	1	-4.4	5.2
Cc1cc(NC(=O)/C(C#N)=C/c2ccco2)n(-c2ccccc2)n1	-4.0	-7.9	0.9	1	1	7.2	0.9	0.9	11.7	5.7
CC1Cc2ccccc2N1C(=O)c1cnc2ccccn2c1=O (configuration not stated)	-9.1	-13.6	1.1	1	1	7.9	0.9	1	-0.4	-5.0
CC(C)c1ccc(NC(=S)NNC(=O)C2CC2)cc1	-0.8	-117.0	1	1.1	1.1	-19.0	1.2	1.3	-25.7	-1.9
CC(=O)c1sc(NC(=O)C2COc3ccccc3O2)nc1C (configuration not stated)	-7.7	-3.6	1	1.2	1.1	4.3	1	0.7	27.1	-4.9
C=CCc1ccc(OCCOc2cccc3cccnc23)c(OC)c1	5.3	-7.6	1	0.9	0.8	20.9	0.8	0.9	8.8	-2.0

2 entries from above, bar-delimited.
mol | Lmaj promast | TNAP inh no acc | TNAP act hiacc | PMI activator | PMI act satM6P | Diaph inh CS | Diaph act CS | bIAP activator | bIAP inhibitor | TNAP inh hi DEA
CCOc1ccc(NC(=S)Nc2cc(-c3ccccc3)[nH]n2)cc1 | -0.1 | 12.8 | 0.9 | 0.6 | 1 | 1.2 | 1 | 0.9 | 10.7 | 5.4
CCCc1c(C)nn(C(=O)/C(C#N)=N/Nc2ccccc2[N+](=O)[O-])c1C | -10.6 | 8.9 | 0.9 | 1.2 | 1.1 | 2.3 | 1 | 0.9 | 5.8 | 11.0

3 entries already listed, ordered by the value under bIAP inhibitor, highest first.
smiles	bIAP inhibitor
Cc1ccc(C)c(NC(=O)CN(C)C(=O)Cc2ccccc2)c1	14.9
COc1ccccc1-c1nnc(Sc2nc([N+](=O)[O-])nn2C)o1	5.5
CCn1c(SCC(=O)N2CCCCC2)nc2c(c1=O)SC(C)C2 (configuration not stated)	-17.7

Next compounds
SMILES	Lmaj promast	TNAP inh no acc	TNAP act hiacc	PMI activator	PMI act satM6P	Diaph inh CS	Diaph act CS	bIAP activator	bIAP inhibitor	TNAP inh hi DEA
Cc1cccc(NC(=O)N(Cc2cc3cc(C)cc(C)c3[nH]c2=O)CC2COCCO2)c1 (configuration not stated)	37.5	-10.8	1.1	0.9	0.9	26.1	0.7	1	0.2	-8.3
Cn1c(SCC(=O)Nc2cc(S(=O)(=O)N3CCOCC3)ccc2N2CCOCC2)nnc1-c1ccncc1	-1.7	-4.6	1	1.2	1.3	8.1	0.9	0.9	7.3	-4.3
CC1CCC2(CC1)NC(=O)N(Cc1nnc(-c3cccs3)o1)C2=O (configuration not stated)	1.9	-3.5	1	0.9	0.9	8.2	0.9	1.3	-32.0	-2.8
O=C(O)c1ccccc1NN=C1CCCCC1	-6.7	-3.8	1.1	1.7	2.5*	18.7	0.8	0.2	x	-6.9

Screening data deposited in PubChem by several laboratories.
